PGC1a acetyl inh – modulators of PGC1a acetylation | U2OS PGC1a acetylation, AlphaScreen anti-acetyl-lysine; with virally co-expressed GCN5 acetyltransferase | inhibition, % at 15.6 µM | 350,000 compounds, 0.17% hits;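 active means every replicate shows inhibition of at least 40%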;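 further: 0% = neutral control wells and 100% = positive control wells; some results beyond the cut were filed as inactive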
Cneo AK release – causes C. neoformans cell lysis; adenylate kinase release luminescence, 4 h; normalised: neutral wells 0, clomiphene wells 100; lysis activity, % at 15 µM; 360,000 compounds, 0.2% hits; AID 651654;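 active means mean lysis activity across replicates of at least 80%, whatever share of replicates individually reach that level; inactive means mean lysis activity below 80%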
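Test system: log-phase Cryptococcus neoformans yeast cells. Input: 5 × 10^6 yeast cells/mL. Medium: fresh YPD growth medium. Doses: single dose. Incubation: static 4 h at 37 °C with compound, 1 h detection. Measured by: luminescent adenylate kinase detection reagent. Read-out: signal increase indicating cell lysis. Benchmarks: Clomiphene.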
RAD52 inh – inhibitors of human RAD52 DNA annealing | P43351 | recombinant RAD52 DNA annealing, FRET fluorescence | inhibition, % at 18.7 µM | 360,000 compounds, 0.46% hits | AID 651710;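 active means every replicate showing at least 50% inhibition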
Target sequence (P43351 whole entry, looked up): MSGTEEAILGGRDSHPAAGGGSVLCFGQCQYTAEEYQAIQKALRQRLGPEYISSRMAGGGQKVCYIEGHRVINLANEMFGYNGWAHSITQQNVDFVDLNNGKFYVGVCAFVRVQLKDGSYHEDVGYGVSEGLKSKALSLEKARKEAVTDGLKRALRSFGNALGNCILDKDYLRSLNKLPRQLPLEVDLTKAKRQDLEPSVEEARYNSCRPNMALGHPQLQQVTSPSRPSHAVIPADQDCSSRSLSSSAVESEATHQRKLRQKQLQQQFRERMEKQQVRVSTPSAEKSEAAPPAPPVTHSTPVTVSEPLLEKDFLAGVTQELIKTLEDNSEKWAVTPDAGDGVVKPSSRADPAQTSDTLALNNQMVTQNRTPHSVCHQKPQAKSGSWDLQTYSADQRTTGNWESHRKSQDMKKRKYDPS
ERAP1 inh – inhibitors of human ERAP1 aminopeptidase. recombinant ERAP1, Leu-AMC fluorescence, 60 min. inhibition, % at 10.7 µM. 340,000 compounds, 0.15% hits;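 active means mean replicate inhibition of at least 30%, or all replicates individually reaching that 30% level; inactive means mean below 30% and not every replicate reaching it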;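 further: 0% = neutral control wells and 100% = L-leucinethiol positive control wells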
RAD54 branch – inhibitors of human RAD54 branch migration; RAD54 Holliday junction branch migration, FAM/BHQ fluorescence; inhibition, % at 10.4 µM; Q92698; AID 602329; 360,000 compounds, 0.14% hits;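 active means mean normalized replicate activity at least 40 and at least half of replicates scoring 40 or more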;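 further: 0% = median of neutral control wells and 100% = median of positive control wells; inhibitors cause a drop in the FAM fluorescence signal; in these data hits start at about 50%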
E-sel inducer – E-selectin induction on HUVECs. HUVEC E-selectin immunofluorescence imaging; normalized: neutral wells 0, TNF-alpha wells 100. activation, % at 7.58 µM. 260,000 compounds, 0.37% hits. AID 686992. P16581;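 active means mean E-selectin-positive cell signal at least 10% of the positive control, reached in at least 60% of replicates, without over 20% cell loss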;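 further: in these data hits start at about 27%; measured in HUVEC primary endothelial cells; signal is the percent of cells scored E-selectin positive by PE staining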
Target sequence (P16581 whole entry, looked up): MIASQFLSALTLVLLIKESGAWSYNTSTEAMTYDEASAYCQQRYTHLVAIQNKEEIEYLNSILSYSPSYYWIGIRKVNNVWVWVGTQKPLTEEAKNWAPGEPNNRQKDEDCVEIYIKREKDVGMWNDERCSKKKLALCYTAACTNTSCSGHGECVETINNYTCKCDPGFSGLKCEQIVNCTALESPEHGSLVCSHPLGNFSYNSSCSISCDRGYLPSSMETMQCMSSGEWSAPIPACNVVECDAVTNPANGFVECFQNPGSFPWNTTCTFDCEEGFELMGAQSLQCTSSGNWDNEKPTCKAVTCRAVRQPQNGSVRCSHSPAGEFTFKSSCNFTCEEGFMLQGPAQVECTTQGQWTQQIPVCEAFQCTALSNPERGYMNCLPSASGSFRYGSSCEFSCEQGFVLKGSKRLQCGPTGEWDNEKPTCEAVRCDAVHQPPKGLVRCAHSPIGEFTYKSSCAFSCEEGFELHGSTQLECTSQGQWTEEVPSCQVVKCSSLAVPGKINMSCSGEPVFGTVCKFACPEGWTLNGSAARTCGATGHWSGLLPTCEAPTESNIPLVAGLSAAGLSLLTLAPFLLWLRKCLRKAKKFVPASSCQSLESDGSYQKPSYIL
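Test system: HUVEC; input: 3,000 HUVEC/well; measured by: immunofluorescence imaging; read-out: % PE-positive cells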
PglD inh – inhibitors of Campylobacter jejuni PglD acetyltransferase | purified PglD enzyme, DTNB colorimetric CoA detection | inhibition, % at 12.5 µM | 360,000 compounds, 0.098% hits | AID 602405; in the data active means inhibition above about 16%, passing the limit was not always enough; further: strong numbers were not always called active
miR-122 sensor – miR-122 inhibition in Huh7 cells. Huh7 miR-122 Renilla luciferase sensor, 48 h; neutral wells = 0, positive control = 100. activation (reporter increase), % at 12.5 µM. 340,000 compounds, 0.3% hits. AID 602342;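 active means mean replicate activation score at least 90 and every replicate individually at or above 90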;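 further: higher luciferase means less miR-122 activity so hits act as miR-122 inhibitors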
* = called active by the depositor; / = not tested or not shown; [ ] = another dose, or the depositor's remark.

Every second line gives: PGC1a acetyl inh	Cneo AK release	RAD52 inh	ERAP1 inh	RAD54 branch	E-sel inducer	PglD inh	miR-122 sensor
> Cc1ccc(CNC(=O)c2ccc(S(=O)(=O)N3CCCC3)cc2)cc1
    -7	3	-10	1	-4	-0.1	3	3
> CC1CC2OC2CC1COC(=O)C1CC2OC2CC1C (stereo not given)
    10	0	10	0	-4	-0.1	-3	-5
> O=C(CCN1C(=O)/C(=C/c2cccs2)SC1=S)Nc1cccc(O)c1
    1	-1	-33	1	0	12	-7	2
> CCOc1ccc(CN(C)C(=O)CNC(=O)Cc2cccc3ccccc23)cc1
    /	-1	-36	0	-2	-0.1	-2	-4
> CCOc1ccccc1N1CCN(S(=O)(=O)c2ccc(F)c(F)c2)CC1
    -22	-4	/	/	4	/	6	-1
> CN1C(=O)c2cc(NC(=O)Nc3ccc(F)cc3)ccc2OC[C@@H]2O[C@H](CC(=O)NC3CCC3)CC[C@@H]21
    -3	-7	-15	-1	2	-0.1	-4	-22[16.7 µM]
> CC(NCC1COc2ccccc2O1)C(=O)NCc1ccccc1 (stereo not given)
    -11	1	16	6	-8	/	/	-4
> CCCS(=O)(=O)NC(=O)C1(C)CCCN(C(=O)c2ccccc2OC)C1 (stereo not given)
    8	-2	-5	-2	7	-0.1	0	/
> Cc1cccc2nc(-c3ccco3)c(Nc3ccc4c(c3)OCCO4)n12
    -5	/	-2	/	/	0.0	/	-7
> CC(=O)Nc1ccc(N(C(=O)Cc2cccs2)C(C(=O)NC2CCCC2)c2ccncc2)cc1 (stereo not given)
    /	-14	0	-4	8	0.0	4	/
> O=C(CSc1nncn1-c1ccccn1)Nc1cccc(Cl)c1
    1	1	-3	0	6	/	5	6
> CC1(C)CC2(CC(C)(C(=O)CSc3nc4ccccc4s3)OC2=O)C(=O)O1 (stereo not given)
    -3	-1	/	/	12	/	-7	-3
> COc1ccc(N(C)C(=O)CCS(=O)(=O)c2cccc3nonc23)c(OC)c1
    /	0	/	/	10	/	3	-5
> CC(C)NC(=O)Nc1ccc2c(c1)C(=O)N([C@@H](C)CO)C[C@@H](C)[C@@H](CN(C)S(=O)(=O)c1ccccc1)OCCCC[C@@H](C)O2
    -8	0	-79	-3	-4	-0.1	2	8[16.7 µM]
> Cc1ccc(/C=C/C(=O)Nc2cccc3ncccc23)o1
    3	-1	-13	7	-13	/	-3	/
> COC(=O)c1ccc(CNC(=O)C2CCC(=O)N(Cc3ccccn3)C2)cc1 (stereo not given)
    -9	-1	-3	-4	5	6.4	0	10
> CCCCN(CC)C(=O)CSc1cc(=O)n(C)c2ccccc12
    -1	-1	/	/	3	/	3	7
> CCNC(=O)C[C@H]1CC[C@H]2[C@H](COc3ccc(NC(C)=O)cc3C(=O)N2C)O1
    9	5	24	-1	-5	0.0	4	17[16.7 µM]
> COc1ccc(OCC(O)CN2CCCC2)cc1 (stereo not given)
    2	4	-14	-1	-1	0.6	-1	-3
> O=C(COc1ccc(/C=N/NC(=O)c2cc3ccccc3o2)cc1Br)Nc1ccccc1
    3	0	/	/	4	/	-3	-3
> CCc1ccc(OCC(=O)N2c3ccccc3CCc3ccccc32)cc1
    /	-1	/	/	3	/	0	-2
> C[C@@H]1CN([C@@H](C)CO)C(=O)c2cc(NC(=O)Cc3ccccc3)ccc2O[C@@H]1CN(C)S(=O)(=O)c1cccs1
    1	4	11	8	-4	-9.0	5	37[16.7 µM]
> CCOC(=O)Cc1c(C)nc2c(-c3ccc(OC)cc3)c(C)nn2c1C
    -19	-1	/	/	3	/	-2	4
> Cc1nn(C)c(C(=O)Nc2ccn(Cc3c(F)c(F)cc(F)c3F)n2)c1[N+](=O)[O-]
    5	-5	/	/	4	/	-4	-6
> C[C@H]1CN([C@@H](C)CO)C(=O)c2cc(NS(=O)(=O)c3ccc(Cl)cc3)ccc2O[C@H]1CN(C)S(=O)(=O)c1ccccc1
    6	0	/	/	-5	0.2	3	-8[16.7 µM]
> Cc1ccc(N2C(=O)CC(n3nc(C)cc3C)C2=O)cc1 (stereo not given)
    -7	0	/	/	8	/	2	-8
> C[C@@H]1CN([C@H](C)CO)C(=O)Cc2cc(N(C)C)ccc2O[C@H]1CN(C)C(=O)Nc1ccccc1
    4	-5	4	4	-8	/	3	3[16.7 µM]
> CC(C)(C)n1nnnc1C(c1ccccn1)N(Cc1ccccc1)Cc1ccc(Cl)cc1 (stereo not given)
    -19	-1	/	/	12	/	-5	-6
> COc1cccc(CN(C)CC(=O)Nc2ccccc2C(=O)Nc2ccccc2)c1
    /	0	-14	-9	7	/	-1	-1
> COc1cc(NS(=O)(=O)c2ccc(C)cc2C)cc(OC)c1OC
    -5	1	/	/	4	/	1	76

Ordered by heavy-atom count (ascending): eleven of the compounds above.
Every second line gives: PGC1a acetyl inh	Cneo AK release	RAD52 inh	ERAP1 inh	RAD54 branch	E-sel inducer	PglD inh	miR-122 sensor
> COc1ccc(OCC(O)CN2CCCC2)cc1 (stereo not given)
    2	4	-14	-1	-1	0.6	-1	-3
> Cc1ccc(N2C(=O)CC(n3nc(C)cc3C)C2=O)cc1 (stereo not given)
    -7	0	/	/	8	/	2	-8
> CCCCN(CC)C(=O)CSc1cc(=O)n(C)c2ccccc12
    -1	-1	/	/	3	/	3	7
> CCOC(=O)Cc1c(C)nc2c(-c3ccc(OC)cc3)c(C)nn2c1C
    -19	-1	/	/	3	/	-2	4
> CCc1ccc(OCC(=O)N2c3ccccc3CCc3ccccc32)cc1
    /	-1	/	/	3	/	0	-2
> CCNC(=O)C[C@H]1CC[C@H]2[C@H](COc3ccc(NC(C)=O)cc3C(=O)N2C)O1
    9	5	24	-1	-5	0.0	4	17[16.7 µM]
> Cc1nn(C)c(C(=O)Nc2ccn(Cc3c(F)c(F)cc(F)c3F)n2)c1[N+](=O)[O-]
    5	-5	/	/	4	/	-4	-6
> O=C(COc1ccc(/C=N/NC(=O)c2cc3ccccc3o2)cc1Br)Nc1ccccc1
    3	0	/	/	4	/	-3	-3
> C[C@@H]1CN([C@H](C)CO)C(=O)Cc2cc(N(C)C)ccc2O[C@H]1CN(C)C(=O)Nc1ccccc1
    4	-5	4	4	-8	/	3	3[16.7 µM]
> C[C@@H]1CN([C@@H](C)CO)C(=O)c2cc(NC(=O)Cc3ccccc3)ccc2O[C@@H]1CN(C)S(=O)(=O)c1cccs1
    1	4	11	8	-4	-9.0	5	37[16.7 µM]
> C[C@H]1CN([C@@H](C)CO)C(=O)c2cc(NS(=O)(=O)c3ccc(Cl)cc3)ccc2O[C@H]1CN(C)S(=O)(=O)c1ccccc1
    6	0	/	/	-5	0.2	3	-8[16.7 µM]

Following part:
Every second line gives: PGC1a acetyl inh	Cneo AK release	RAD52 inh	ERAP1 inh	RAD54 branch	E-sel inducer	PglD inh	miR-122 sensor
> CCOc1ccccc1NC(=S)N1CCC(NC(=O)c2ccco2)CC1
    7	2	-8	-2	10	-0.1	/	-9
> COc1ccccc1CCC(=O)Nc1ccc(OC)c(S(=O)(=O)N2CCOCC2)c1
    -2	0	3	1	1	-1.8	-3	-7
> C[C@@H]1CN([C@H](C)CO)C(=O)c2cc(C#Cc3ccc(F)cc3)cnc2O[C@@H]1CN(C)CC1CC1
    -15	5	41	1	-6	0.7	-1	-8[16.7 µM]
> Cc1cc(C)c2c(=O)[nH][nH]c2n1
    2	0	36	4	1	-0.7	2	-9
> CC1(C(=O)NS(=O)(=O)c2ccc(C#N)cc2)CCN1C(=O)CC1CCCC1 (stereo not given)
    3	3	-4	-3	-2	0.0	6	0
> COc1ccc(-c2noc(CCC(=O)N3CCN(c4ccccc4C(F)(F)F)CC3)n2)cc1
    -5	-1	-10	7	2	0.0	1	-2
> O=c1c2ccccc2[nH]c(=S)n1CCN1CCCC1
    3	0	-6	-1	-5	/	4	4
> Cc1n[nH]c(=O)c2c(NC(=O)COC(=O)c3ncc(Cl)c(Cl)c3Cl)oc(C)c12
    9	0	8	-1	1	-0.1	6	-5
> CCn1c(=O)c2c(nc3n2CCN3c2ccccc2)n(C)c1=O
    11	2	-9	0	-2	-0.2	3	-2
> C[C@H]1CN([C@@H](C)CO)C(=O)c2cccc(N(C)C)c2O[C@H]1CN(C)Cc1ccc(C(F)(F)F)cc1
    5	-2	-9	/	4	/	-1	1[16.7 µM]
> O=C(CCOc1ccccc1)NNC(=O)c1ccccc1
    -17	-1	2	3	-1	0.1	4	-3
> O=C(O)c1ccc(N2C(=O)CSC2c2cccc([N+](=O)[O-])c2)cc1 (stereo not given)
    6	1	7	1	6	1.5	-7	-2
> O=C(CCNC(=O)c1ccc(Br)cc1)NCCCN1CCOCC1
    7	-1	-18	0	-6	0.5	1	-3
> CC(OC(=O)Cc1c[nH]c2ccccc12)C(=O)c1ccccc1 (stereo not given)
    -2	-1	-2	1	7	-0.9	1	4
> CS(=O)(=O)N1CCN(c2nc3ccccc3s2)CC1
    -5	-1	-17	0	-11	/	-5	/
> Cc1ccc(C)c(C(=O)CSc2nnnn2C(C)C)c1
    -4	-3	/	/	-5	/	-1	2
> CC(=NO)c1cc(Br)c2cccc3c2c1CC3
    /	-1	-11	0	-4	0.3	0	1
> C[C@@H]1CN([C@@H](C)CO)C(=O)Cc2cc(NC(=O)Cc3ccccc3)ccc2O[C@H]1CN(C)S(C)(=O)=O
    0	-5	2	0	-10	6.7	3	0[16.7 µM]
> Cc1ccc(S(=O)(=O)NCC(C)NS(=O)(=O)c2ccc(C)cc2)cc1 (stereo not given)
    -14	3	/	/	-3	/	-1	54
> CC(C)OC(=O)CC1C(=O)NCCN1C(=S)NC(=O)c1cccs1 (stereo not given)
    /	0	-21	2	4	/	3	/
> COc1ccc(NC(=O)Cn2c([N+](=O)[O-])cnc2C)c(OC)c1
    5	-1	4	-4	3	0.4	-3	0
> COc1ccc(C2(c3ccc(OC)cc3)NC(=O)N(CC(=O)N(C)C3CCC(C)CC3)C2=O)cc1 (stereo not given)
    /	0	-15	-1	-6	-0.6	0	/
> COC(=O)c1cccc(NC(=O)c2ccc3c(c2)C(=O)N(Cc2cccnc2)C3=O)c1
    -1	-3	-8	-3	1	-0.3	7	2
> Cn1c(SCC(=O)Nc2ccccc2)nc2c([nH]c3ccccc32)c1=O
    -14	1	19	-2	-1	0.4	2	37
> COc1cccc(-c2cnc3c(c2)C(=O)N([C@H](C)CO)C[C@H](C)[C@@H](CN(C)C(=O)CC2CC2)O3)c1
    0	-10	-10	0	-2	0.0	-1	9[16.7 µM]
> O=C(CN1C(=O)c2ccccc2C1=O)Nc1sc2c(c1C(=O)NCc1ccco1)CCCC2
    -1	-1	/	/	-3	/	1	1
> CCC(=O)N(C)C[C@H]1Oc2cc(C#CC3(O)CCCC3)ccc2S(=O)(=O)N([C@@H](C)CO)C[C@H]1C
    5	4	-10	-1	3	-0.1	1	8[16.7 µM]
> COc1ccc(NC(=O)N(C)C[C@@H]2Oc3ccc(NC(=O)CCCCCC(=O)Nc4ccccc4N)cc3CC(=O)N([C@@H](C)CO)C[C@@H]2C)cc1
    11	-3	5	-1	0	-6.4	-3	-2[16.7 µM]

Bioassay records deposited in PubChem BioAssay by Broad Institute.
